CatG inh = human cathepsin G inhibitors, primary screen, biochemical, pooled compound mixtures, AMC fluorescence; P08311; purified enzyme, AMC-tetrapeptide fluorescence; inhibition, % at 5 µM (by protocol); actives 0.2% (n = 62,000);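 active = inhibition above 20% in each of the two mixture wells holding the compound; inactive = inhibition of 20% or less in either well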;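 note: 0% = enzyme control without mixture and 100% = blank lacking enzyme; strong numbers were not always called active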
Target sequence (P08311 21-244 limits assumed): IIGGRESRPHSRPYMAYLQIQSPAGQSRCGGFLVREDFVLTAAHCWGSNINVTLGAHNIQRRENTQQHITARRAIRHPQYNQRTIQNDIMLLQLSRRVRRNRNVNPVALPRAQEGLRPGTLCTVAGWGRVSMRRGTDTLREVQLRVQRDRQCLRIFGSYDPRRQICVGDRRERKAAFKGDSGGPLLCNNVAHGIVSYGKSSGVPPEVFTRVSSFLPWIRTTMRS
CatL block = inhibitors of human cathepsin L, biochemical | Procathepsin L (Homo sapiens), P07711 | purified cathepsin L, fluorogenic substrate, fluorescence | inhibition, %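 (tested at 10 µM)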 | actives 0.17% (n = 58,000) | AID 460, 2006; in the data active = inhibition above about 45%;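 note: 0% = enzyme with no compound and 100% = no enzyme blank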
PKA kinase inh = inhibitors of human PKA kinase activity, primary screen, biochemical, ATP-depletion luminescence, Kemptide substrate | PKA Kemptide phosphorylation, Kinase-Glo ATP luminescence | actives 0.1% (n = 65,000) | inhibition, % at 6 µM;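 active = inhibition above the screen-wide mean inhibition plus 3 SD, cut at about 21% in these data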; note: many of its hits are not listed in these tables
ROCK2 inh = inhibitors of human ROCK2 kinase, primary screen, biochemical, high-throughput, luminescence; Rho-associated protein kinase 2 (Homo sapiens), O75116; purified ROCK2, Kinase-Glo ATP depletion luminescence; inhibition, % at 6 µM; actives 0.35% (n = 60,000); AID 604, 2007;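 active = inhibition above the screen-wide mean inhibition plus 3 SD, cut at about 18% in these data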;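 note: plate controls were DMSO wells for no effect and Y-27632 control wells after no-enzyme background subtraction for full effect; many of its hits are not listed in these tables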
CatS block = inhibitors of human cathepsin S, biochemical, compound mixtures | P25774 | recombinant cathepsin S, AMC dipeptide fluorescence, pooled mixtures | inhibition, %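 (tested at 5 µM per compound within 10-compound mixtures)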 | actives 0.06% (n = 62,000) | AID 501, 2006; in the data active = inhibition above about 32%, passing the limit was not always enough; inconclusive = no clear call, values can overlap the other calls;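 note: 0% = enzyme without compound and 100% = blank without enzyme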
Target sequence (P25774 115-331 limits assumed): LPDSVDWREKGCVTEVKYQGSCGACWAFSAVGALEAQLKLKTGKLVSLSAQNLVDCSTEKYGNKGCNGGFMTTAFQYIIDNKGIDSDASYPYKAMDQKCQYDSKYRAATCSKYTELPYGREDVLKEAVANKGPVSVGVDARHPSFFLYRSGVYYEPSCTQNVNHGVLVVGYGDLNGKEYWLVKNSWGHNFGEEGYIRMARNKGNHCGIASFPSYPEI
FXIa inh mix = FXIa protease inhibitors in compound pools, primary screen, biochemical, 10-compound mixtures; AID 680, 2007; purified FXIa, fluorogenic substrate, pooled mixtures; Coagulation factor XI (Homo sapiens), P03951; inhibition, % at 5 µM; actives 0.19% (n = 62,000);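 note: each value is inhibition by a whole ten-compound pool holding the compound; 0% = enzyme with no mixture and 100% = wells lacking enzyme; strong numbers were not always called active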
FXIIa inh mix = human factor XIIa inhibitors, primary screen, biochemical, pooled compound mixtures, fluorogenic substrate | Coagulation factor XII (Homo sapiens), P00748 | purified FXIIa | inhibition, % at 5 µM | actives 0.2% (n = 62,000);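 note: 0% = enzyme without compound and 100% = no enzyme blank; some results filed as inactive read as strong as hits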
C1s inh = complement C1s protease inhibitors, primary screen, biochemical, 10-compound mixtures | Complement C1s subcomponent (Homo sapiens), P09871 | purified C1s, fluorogenic AMC substrate, pooled mixtures | mean inhibition % of two 10-compound mixtures (hits give high values), % at 5 µM (by protocol) | actives 0.16% (n = 62,000) | AID 538, 2006;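 active = inhibition above 20% in each of the two 10-compound mixture wells holding the compound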;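 note: 0% = enzyme wells lacking compound mixture and 100% = no-enzyme blank wells; some compounds called inactive have numbers as strong as hits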
JNK3 blocker = JNK3 kinase activity inhibitors, primary screen, biochemical, human, purified enzyme. Mitogen-activated protein kinase 10 (Homo sapiens), P53779. HTS. inhibition, % at 8 µM. actives 0.61% (n = 60,000); in the data active = inhibition above about 17%;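 note: 0% = DMSO and 100% = reference inhibitor; many of its hits are not listed in these tables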
Target sequence (P53779 whole entry, looked up): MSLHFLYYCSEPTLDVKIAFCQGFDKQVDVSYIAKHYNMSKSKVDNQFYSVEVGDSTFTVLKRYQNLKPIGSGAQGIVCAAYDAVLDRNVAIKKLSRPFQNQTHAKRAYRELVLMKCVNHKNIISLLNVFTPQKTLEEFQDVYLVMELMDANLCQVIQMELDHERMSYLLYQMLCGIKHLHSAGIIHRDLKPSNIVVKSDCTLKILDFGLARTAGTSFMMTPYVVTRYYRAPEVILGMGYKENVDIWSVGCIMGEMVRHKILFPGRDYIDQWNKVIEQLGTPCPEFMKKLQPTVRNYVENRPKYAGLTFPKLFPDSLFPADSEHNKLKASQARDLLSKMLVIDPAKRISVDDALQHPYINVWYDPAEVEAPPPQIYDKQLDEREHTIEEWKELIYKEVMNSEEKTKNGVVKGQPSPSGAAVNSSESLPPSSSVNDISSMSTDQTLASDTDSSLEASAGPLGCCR
* = called active by the depositor; i = inactive; u = inconclusive; x = no result given. Cut-off read from the data, not from the text of the source, unless noted: active = inhibition above about 20% (passing the limit was not always enough); inactive = the rest.

CatG inh	CatL block	PKA kinase inh	ROCK2 inh	CatS block	FXIa inh mix	FXIIa inh mix	C1s inh	JNK3 blocker	compound
-2	4	9	0	-6	2	16	-2	-11	O=C(Nc1ccc2nsnc2c1)c1ccc2c(c1)OCO2
7	x	11	1	0	3	5	10	4	O=C(C1CC(c2ccc(F)cc2)=NO1)N1CCN(c2ccccc2)CC1 (centres undefined)
1	25	0	1	13	6	7	-25	3	CC(=O)CCC(=O)NCCc1ccccc1F
12	x	0	-1	-4	9	5	18	4	O=c1c2ccccc2nnn1Cc1ccccn1
11	21	6	11	-5	7	7	-5	3	CC1(C)CC(=O)C=C(NCc2ccncc2)C1
11	2	1	-2	-2	7	2	17	2	Cc1cc2c(c(=O)o1)C(C(C)C)C(C#N)=C(N)O2 (centres undefined)
-3	7	-3	x	6	14	12	-17	x	CC(=O)NCC(=O)N(c1c(C)n(C)n(-c2ccccc2)c1=O)C1(C(=O)NC2CCCC2)CCCCC1
x	78*	4	11	x	x	x	x	12	CCOC(=O)C(C(=O)OCC)N(C#N)c1nc(SC)nc(N(C)C)n1

CatG inh	CatL block	PKA kinase inh	ROCK2 inh	CatS block	FXIa inh mix	FXIIa inh mix	C1s inh	JNK3 blocker	compound
10	10	8	1	9	5	8	11	-3	Cc1cccc(OCc2nnc(SCc3cc(=O)n4cc(Br)ccc4n3)o2)c1
-4	x	7	2	-5	3	-1	-2	2	Cc1ccc(C(=O)NC2CCCCCC2)o1
-18	-1	7	4	-5	-9	12	-37	0	CS(=O)(=O)Nc1ccc(C(=O)Nc2ccccc2C(=O)N2CCCC2)cc1
-5	2	2	2	9	2	11	-15	1	Cn1c(Cc2csc(N)n2)nnc1SCC(=O)NCc1ccccc1
-4	13	8	4	7	-7	-7	-15	1	C/C(N)=C(/C#N)C(=O)CSc1nc2ccc(C)cc2[nH]1
4	2	-1	0	0	7	-6	4	0	CCCCCCn1c(CN2CCCC(C)C2)nc2c1c(=O)n(C)c(=O)n2C (centres undefined)
0	1	3	1	6	2	3	-16	0	CCN(CC)CCCC(C)NC1=NCCCCC1 (centres undefined)
0	-5	-5	-7	-3	4	8	-2	-3	NCc1ccc(-c2nc3ccccc3o2)cc1

CatG inh	CatL block	PKA kinase inh	ROCK2 inh	CatS block	FXIa inh mix	FXIIa inh mix	C1s inh	JNK3 blocker	compound
2	x	-2	2	14	4	7	1	-3	O=C(CCc1nc2ccccc2[nH]1)N1CCc2ccccc2C1
-4	-4	-1	7	-5	3	-1	-18	2	CC(=O)c1ccc(NC(=O)N[C@@H](CC(C)C)C(=O)O)cc1
-14	-22	-1	-1	0	1	-2	-28	4	N#CC1=C(O)C(c2ccccc2)n2c1nc(=O)c1ccccc12 (centres undefined)
5	5	9	x	16	4	10	-7	x	COc1ccc(-c2nc3c(c(SCC(=O)N4CCOCC4)n2)COC(C)(C)C3)cc1
7	29	9	7	7	-12	4	3	4	Cc1ccccc1OCC(O)Cn1c(NCc2ccco2)nc2c1c(=O)n(C)c(=O)n2C (centres undefined)
5	-76	0	1	-6	5	3	-4	-2	CCN(CC)c1ccc2c(c1)oc(=O)c1c(Cl)cc(=O)oc12
-4	1	5	0	-7	3	3	-3	2	Cc1ccc2nc(C3CCN(C(=O)c4ccco4)CC3)[nH]c2c1
x	-7	6	11	x	x	x	x	3	Cc1nc(-c2cn[nH]c2)c2cc(C)oc2n1

Individual results from the list:
CatL block result of Cc1nc(-c2cn[nH]c2)c2cc(C)oc2n1 stands at -7
CatL block result of CC(=O)CCC(=O)NCCc1ccccc1F stands at 25
JNK3 blocker result of CCOC(=O)C(C(=O)OCC)N(C#N)c1nc(SC)nc(N(C)C)n1 stands at 12
FXIa inh mix result of COc1ccc(-c2nc3c(c(SCC(=O)N4CCOCC4)n2)COC(C)(C)C3)cc1 stands at 4

Next part
CatG inh	CatL block	PKA kinase inh	ROCK2 inh	CatS block	FXIa inh mix	FXIIa inh mix	C1s inh	JNK3 blocker	compound
-7	19	1	1	18	9	4	-14	3	COc1ccc(OC)c(C2CC(=O)N3CN(c4cccc(Cl)c4C)CSC3=C2C#N)c1 (centres undefined)
1	21	10	7	5	3	-13	8	-4	O=C(Nc1cnn(Cc2ccc(F)cc2)c1)c1cc2nc(-c3ccco3)cc(C(F)(F)F)n2n1
12	22	1	6	2	3	6	18	3	COc1ccc(NC(=O)C2CC(=O)N(C)C(=Nc3ccc4c(c3)OCO4)S2)cc1 (centres undefined)
-1	9	4	0	9	4	9	-31	2	COC(=O)c1sccc1NS(=O)(=O)c1ccc(OC)cc1
6	0	0	-3	6	13	18	2	-4	O=C(CSc1nc2[nH]ncc2c(=O)n1-c1ccccc1Br)NCc1ccco1
x	0	6	12	x	x	x	x	-2	CCC(NC(=O)Nc1ccc(O)cc1)(C(F)(F)F)C(F)(F)F
11	x	-1	2	8	5	2	9	-2	CCCOC(=O)C1=C(C)NC2=C(C(=O)CCC2)C1c1cccs1 (centres undefined)
7	-2	4	7	-4	2	14	-4	0	COCCCNC(CC(=O)Nc1ccc(OC)cc1OC)C(=O)O (centres undefined)

CatG inh	CatL block	PKA kinase inh	ROCK2 inh	CatS block	FXIa inh mix	FXIIa inh mix	C1s inh	JNK3 blocker	compound
11	2	6	4	-3	-7	10	2	-3	COc1ccccc1CNC(=O)C1CCN(Cc2nc(-c3cccc(Cl)c3)oc2C)CC1
5	-10	-6	-9	-40	10	1	5	5	CS(=O)(=O)N(CC(=O)O)c1ccc(Oc2ccccc2)cc1
2	32	x	x	13	2	4	6	x	Cn1cnc2nc3n(c2c1=O)CCC3
3	-5	-4	2	-3	5	-20	-5	-3	COc1ccc(NC(=O)CCCC(=O)OCC(F)(F)C(F)F)cc1
10	-7	1	4	-5	-2	5	5	10	COc1ccc(S(=O)(=O)N2CCCC2C(=O)Nc2ccc(O)cc2)cc1 (centres undefined)
0	-32	7	3	-3	5	6	-2	-2	COc1ccc(-c2nc(C#N)c(NCc3ccc(F)cc3)o2)cc1OC
-6	1	-1	-3	13	10	7	13	5	N#C/C(=C\c1ccc(O)c(O)c1)C(=O)NCCCc1ccccc1
2	-3	-2	0	2	10	0	7	7	O=C(Nc1cccc2cccc(NC(=O)c3ccco3)c12)c1ccco1

CatG inh	CatL block	PKA kinase inh	ROCK2 inh	CatS block	FXIa inh mix	FXIIa inh mix	C1s inh	JNK3 blocker	compound
0	5	0	-1	-2	8	1	-2	1	COc1ccc(CC(=O)OCc2cc3ccc(C)cc3[nH]c2=O)cc1
11	x	5	x	-2	6	3	13	x	CCCn1c(C)cc(C(=O)COC(=O)c2ccc(Cl)c(S(=O)(=O)N3CCCC3)c2)c1C
-3	x	4	4	-1	-2	16	-44	0	COc1ccc2nc3oc(C(=O)N4CCC(C(N)=O)CC4)cc3cc2c1
-1	8	-5	-1	12	-1	5	4	3	O=S1(=O)CCC(NS(=O)(=O)/C=C/c2ccccc2)C1 (centres undefined)
-5	8	3	-3	7	0	6	-9	-9	COC(=O)c1nc2n(n1)C(c1cccc(Cl)c1)C1=C(CCCC1=O)N2 (centres undefined)
7	6	4	2	15	6	6	40	-3	CC(C)(C)OC(=O)NCCCCCc1nnc(SCC(=O)Nc2cccc(Cl)c2)o1
9	-4	13	6	-9	8	6	12	0	COc1cc(C(=O)N2CCN(C(=O)COc3ccc4ccccc4c3)CC2)cc(OC)c1OC
-6	-1	5	x	-23	-13	11	-39	x	Cc1ccc(C)c(N2CCN(C(=O)C3CCN(S(=O)(=O)c4c(C)noc4C)CC3)CC2)c1

CatG inh	CatL block	PKA kinase inh	ROCK2 inh	CatS block	FXIa inh mix	FXIIa inh mix	C1s inh	JNK3 blocker	compound
47	17	-9	-2	24	4	2	14	4	O=C(CSc1ncn[nH]1)NCCCc1ccccc1
0	4	1	x	1	3	9	-8	x	COc1ccc(CN2CC(C(=O)N3CCOCC3)CC2=O)cc1 (centres undefined)
-1	4	3	6	5	10	12	-29	25*	COc1ccc(-c2nnc(-c3ccc(Br)o3)o2)cc1OC
7	21	-4	-4	0	13	2	4	2	Cc1noc(C)c1S(=O)(=O)N1CCCC(C(=O)NCCc2ccccc2)C1 (centres undefined)
9	5	5	3	-4	3	11	13	-1	CC(=O)Nc1ccc(S(=O)(=O)Nc2nnc(C3CCCCC3)s2)cc1
-18	6	-6	-1	-2	-21	-2	-62	-10	COc1ccc2[nH]c(=O)c(CN(C)C(=O)c3ccncc3)cc2c1
-3	-3	12	6	-1	0	7	-13	-12	O=C1Nc2ccc(NS(=O)(=O)c3cccs3)c3cccc1c23
-10	12	7	12	-9	-10	20	-23	-1	CCCS(=O)(=O)N1CCC(C(=O)NCc2ccco2)CC1

Whole records from above. Values in the order: CatG inh, CatL block, PKA kinase inh, ROCK2 inh, CatS block, FXIa inh mix, FXIIa inh mix, C1s inh, JNK3 blocker
Shown for COc1ccc(CN2CC(C(=O)N3CCOCC3)CC2=O)cc1 (centres undefined) = 0, 4, 1, x, 1, 3, 9, -8, x
Shown for O=C1Nc2ccc(NS(=O)(=O)c3cccs3)c3cccc1c23 = -3, -3, 12, 6, -1, 0, 7, -13, -12

Additional results.
CatG inh	CatL block	PKA kinase inh	ROCK2 inh	CatS block	FXIa inh mix	FXIIa inh mix	C1s inh	JNK3 blocker	compound
x	-12	3	-3	x	x	x	x	-2	Cc1nc(N2CCN(Cc3ccccc3)CC2)c(C#N)c2c1COC(C)(C)C2
-4	-1	8	10	7	0	-4	-18	-3	CCOC(=O)Nc1cccc(Cl)c1C
7	6	12	4	3	6	11	12	0	COCCCN(C(=O)Nc1ccccc1)C(C)c1ccncc1 (centres undefined)
x	-101	0	-16	x	x	x	x	-4	CCOC(=O)CSc1nc(-c2ccc3c(c2)OCO3)ccc1C#N
10	11	5	-3	-5	6	11	6	9	O=C1Nc2ccc(S(=O)(=O)N3CCCC3)c3ccc(S(=O)(=O)N4CCCC4)c1c23
-1	x	11	6	5	7	-5	-18	4	O=C(O)C1C2C=CC(C2)C1C(=O)OCC1CCCO1 (centres undefined)
10	x	11	9	-3	-2	2	-1	2	Cc1ccc(C)c(S(=O)(=O)Nc2ccc3scnc3c2)c1
1	13	-4	-2	21	8	-7	4	-6	CCOC(=O)C1CCN(C(=O)Nc2ccc3c(c2)nc(C)n3C)CC1
-8	i	10	6	-19	-13	5	-78	-7	CN1CCN(C(=O)c2cc3c(ccc4ccccc43)oc2=O)CC1
-12	6	0	-4	5	-4	7	-22	-3	Cc1nnc(NC(=O)c2cc3n(n2)C(C(F)(F)F)CC(C2CC2)N3)s1 (centres undefined)
-3	-30	3	6	u	2	5	-39	6	CCN(CC)C(=O)c1cc2c(=O)n3cccc(C)c3nc2n1C

From PubChem BioAssay
